Screening data (PubChem BioAssay)
Growth percent in the NCI-60 one-dose screen (48 h, 10 µM unless noted): 100 = growth as untreated, 0 = no growth, -100 = all killed.
NCI-H460: NCI-H460 lung cancer | 82,000 tested, 6.8% active
HT29: HT29 colon cancer; 81,000 tested, 7.4% active; AID 1794748
SW-620: SW-620 colon cancer; AID 1794795; 82,000 tested, 5.2% active
NCI-H522: NCI-H522 lung cancer. 78,000 tested, 8% active. AID 1794739
NCI-H226: NCI-H226 lung cancer | 79,000 tested, 3.5% active | AID 1794732
COLO 205: COLO 205 colon cancer. 79,000 tested, 7.3% active
NCI-H322M: NCI-H322M lung cancer. 80,000 tested, 2.7% active
HCT-15: HCT-15 colon cancer | 82,000 tested, 5.2% active
NCI-H23: NCI-H23 lung cancer; AID 1794731; 80,000 tested, 4% active
Numbers without * were called inactive; . = no result given; & = joins results of further samples. How the source made its calls: active means growth percent below 10; inactive means the rest.

| No. | smiles | NCI-H460 | HT29 | SW-620 | NCI-H522 | NCI-H226 |
| --- | --- | --- | --- | --- | --- | --- |
| 1 | C/C(=N/NC(N)=S)c1ccc(Nc2nc(SC(C)C)nc(-c3ccccc3)c2C#N)cc1 | 101 | 104 | 107 | 99 | 97 |
| 2 | CC(=O)Nc1ccc(/C=N/Nc2nnc(N/N=C/c3ccc(NC(C)=O)cc3)c3ccccc23)cc1 | 102 | . | 77 | 104 | 97 |
| 3 | C1CCC2OCOCC2C1 (stereo unspecified) | 100 | 101 | 90 | . | 95 |
| 4 | CN(C)N1C(=O)C2C3C=CC(O3)C2C1=O (stereo unspecified) | 116 | 118 | 111 | 125 | 112 |
| 5 | COc1ccc(C2=NN(C(=O)COc3ccc(Cl)cc3)C(O)(c3cc(F)c(Cl)cc3Cl)C2)cc1OC (stereo unspecified) | 33 | -76* | -85* | -66* | 82 |
| 6 | N#CCC(=O)N1CCCCC1 | 109 | 113 | 103 | 91 | 108 |
| 7 | CC1=C(C(=O)c2ccccc2)C(c2ccc(N(C)C)cc2)n2c(nc3ccccc32)N1 (stereo unspecified) | 101 | 110 | . | 95 | 98 |
| 8 | CS(=O)(=O)c1ccc(/C(=N/N=C(N)N)c2ccc(Cl)cc2)cc1 | 99 | 93 | 75 | 77 | 96 |
| 9 | CCN(CC)c1ccc(C2=NN(C(C)=O)C(c3cccc(NS(C)(=O)=O)c3)C2)cc1 (stereo unspecified) | 90 | 84 | 93 | 54 | 90 |
| 10 | N#CCN1C(=O)c2ccccc2C1=O | 105 | 106 | 103 | 100 | 97 |

| No. | COLO 205 | NCI-H322M | HCT-15 | NCI-H23 |
| --- | --- | --- | --- | --- |
| 1 | 111 | 105 | 88 | . |
| 2 | 27 | 102 | 99 | 106 |
| 3 | 110 | 108 | 109 | 102 |
| 4 | 111 | 131 | 107 | 108 |
| 5 | -57* | 89 | 4.9* | 50 |
| 6 | 111 | 123 | 106 | 105 |
| 7 | 107 | 101 | 103 | 95 |
| 8 | 92 | 95 | 82 | 95 |
| 9 | 116 | 98 | 93 | 65 |
| 10 | 101 | . | 107 | 103 |

Retrieved by compound from the entries so far, seven records:
| No. | smiles | NCI-H460 | HT29 | SW-620 | NCI-H522 | NCI-H226 |
| --- | --- | --- | --- | --- | --- | --- |
| 10 | N#CCN1C(=O)c2ccccc2C1=O | 105 | 106 | 103 | 100 | 97 |
| 1 | C/C(=N/NC(N)=S)c1ccc(Nc2nc(SC(C)C)nc(-c3ccccc3)c2C#N)cc1 | 101 | 104 | 107 | 99 | 97 |
| 2 | CC(=O)Nc1ccc(/C=N/Nc2nnc(N/N=C/c3ccc(NC(C)=O)cc3)c3ccccc23)cc1 | 102 | . | 77 | 104 | 97 |
| 9 | CCN(CC)c1ccc(C2=NN(C(C)=O)C(c3cccc(NS(C)(=O)=O)c3)C2)cc1 (stereo unspecified) | 90 | 84 | 93 | 54 | 90 |
| 3 | C1CCC2OCOCC2C1 (stereo unspecified) | 100 | 101 | 90 | . | 95 |
| 5 | COc1ccc(C2=NN(C(=O)COc3ccc(Cl)cc3)C(O)(c3cc(F)c(Cl)cc3Cl)C2)cc1OC (stereo unspecified) | 33 | -76* | -85* | -66* | 82 |
| 8 | CS(=O)(=O)c1ccc(/C(=N/N=C(N)N)c2ccc(Cl)cc2)cc1 | 99 | 93 | 75 | 77 | 96 |

| No. | COLO 205 | NCI-H322M | HCT-15 | NCI-H23 |
| --- | --- | --- | --- | --- |
| 10 | 101 | . | 107 | 103 |
| 1 | 111 | 105 | 88 | . |
| 2 | 27 | 102 | 99 | 106 |
| 9 | 116 | 98 | 93 | 65 |
| 3 | 110 | 108 | 109 | 102 |
| 5 | -57* | 89 | 4.9* | 50 |
| 8 | 92 | 95 | 82 | 95 |

(more compounds)
| No. | smiles | NCI-H460 | HT29 | SW-620 | NCI-H522 | NCI-H226 |
| --- | --- | --- | --- | --- | --- | --- |
| 11 | Cc1cc(N2CCN(CC(=O)Nc3ccc4c(ccn4Cc4ccccc4)c3)CC2)nc(Cl)n1 | 95 | 89 | 99 | 71 | 87 |
| 12 | COc1ccc(-c2cn3c(-c4ccccc4OC)cnc3c(Oc3ccc4c(C)cc(=O)oc4c3)n2)cc1 | 100 | 102 | 104 | 96 | 101 |
| 13 | c1ccc(CNc2nnc(NCc3ccccc3)c3c2ncn3Cc2ccccc2)cc1 | 95 | 75 | 77 | 81 | 68 |
| 14 | COc1cc(N=Nc2ccc(N)cc2)c(OC)cc1N=Nc1ccccc1.[Cl][Zn][Cl] | 109 | 113 | 105 | 108 | 104 |
| 15 | NS(=O)(=O)c1ccccc1N/C=C/C(=O)c1cc2cc(Br)ccc2oc1=O | 106 | 107 | 94 | 90 | 93 |
| 16 | c1ccc(-c2nc3n(c2-c2ccccc2)CN(C(c2ccccc2)c2nc4ncncc4[nH]2)CS3)cc1 (stereo unspecified) | 104 | 108 | 104 | 94 | 98 |
| 17 | Cc1[nH]n(C(=O)c2ccccc2)c(=O)c1N=Nc1ccc(S(=O)(=O)N=C(N)N)cc1 | 106 | 114 | 108 | 93 | 100 |
| 18 | CCN(CC)CCC(=O)c1ccc(Cl)cc1 | 110 | 107 | 105 | 91 | 101 |
| 19 | C/C(=N\NC(=O)c1ccncc1)c1cccc(Br)c1 | 114&105 | 111&109 | 110&106 | 108&102 | 96&99 |
| 20 | Cc1ccc2c(c1)C(=O)N(N(C)C)CC(=O)N2 | 102 | 93 | 111 | 97 | 101 |

| No. | COLO 205 | NCI-H322M | HCT-15 | NCI-H23 |
| --- | --- | --- | --- | --- |
| 11 | 113 | 93 | 85 | 93 |
| 12 | 101 | 94 | 107 | 98 |
| 13 | 78 | 82 | 75 | 84 |
| 14 | 102 | 78 | 91 | 89 |
| 15 | 102 | 98 | 96 | 97 |
| 16 | 112 | 104 | 94 | 95 |
| 17 | 121 | 104 | 116 | . |
| 18 | 115 | 124 | 105 | 113 |
| 19 | 109&103 | 121&121 | 110&106 | 106&107 |
| 20 | 100 | 92 | 103 | 87 |

The list continues.
| No. | smiles | NCI-H460 | HT29 | SW-620 | NCI-H522 | NCI-H226 |
| --- | --- | --- | --- | --- | --- | --- |
| 21 | Cc1ccccc1NCC(C)O (stereo unspecified) | 102 | 100 | 104 | 100 | 94 |
| 22 | CSc1ccc(NC(=O)c2ccc3nn(/C(C#N)=C/c4ccccn4)nc3c2)cc1 | -65* | -86* | . | -85* | -90* |
| 23 | Nc1c(C(=O)Nc2cccc(C(F)(F)F)c2)sc2nc3c(cc12)C(=O)CCC3 | 81 | 83 | 94 | 74 | 87 |
| 24 | CCOC(=O)C1=CSC2=NC3=C(CCCC/C3=C\c3cc(OC)c(OC)c(OC)c3)C(c3cc(OC)c(OC)c(OC)c3)N12 (stereo unspecified) | 77 | 78 | 91 | 63 | 74 |
| 25 | O=C(/C=C1\C=CN(CCCCCCO)c2ccccc21)n1ccc2ccccc21 | 101 | 110 | 92 | 94 | 83 |
| 26 | CCCCCCCC(C)NCCO (stereo unspecified) | 106 | 103 | 106 | 85 | 97 |
| 27 | O=c1[nH]nc(CSc2nnc3sc4ccccc4n23)o1 | 101 | 114 | 96 | 98 | 89 |
| 28 | CCCCCCCC/C=C\CCCCCCCC(=O)Oc1cccc2cccnc12 | 96 | 137 | 59 | 71 | 97 |
| 29 | CC1(C)CC(=O)C2=C(C1)OC1=C(C(=O)CC(C)(C)C1)C2c1ccc(OCc2cn(-c3ccc(Cl)c(Cl)c3)nn2)cc1 | 109 | 107 | 119 | 73 | 86 |
| 30 | Nc1nnc(Sc2nc3ccc(Cl)cc3c(=O)n2Cc2ccccc2)s1 | 111 | 103 | 106 | . | . |

| No. | COLO 205 | NCI-H322M | HCT-15 | NCI-H23 |
| --- | --- | --- | --- | --- |
| 21 | . | 104 | 102 | 92 |
| 22 | -79* | -54* | -72* | -91* |
| 23 | 87 | 88 | 85 | 95 |
| 24 | 84 | 89 | 62 | 68 |
| 25 | 100 | 94 | 100 | 96 |
| 26 | 107 | 89 | 116 | 102 |
| 27 | 111 | 101 | 107 | 103 |
| 28 | . | 98 | 82 | 105 |
| 29 | 106 | 105 | 109 | 100 |
| 30 | 106 | 93 | 97 | 90 |

Other structures
| No. | smiles | NCI-H460 | HT29 | SW-620 | NCI-H522 | NCI-H226 |
| --- | --- | --- | --- | --- | --- | --- |
| 31 | O=c1cc(/C(=C2/C=CC=N2)c2ccc[nH]2)c2cc(Cl)ccc2o1 | 24 | 48 | 35 | 56 | 35 |
| 32 | COCCc1ccncc1 | 108 | 103 | 102 | 88 | 97 |
| 33 | O=C(/C=C/c1cc2ccccc2[nH]c1=O)c1ccc(Nc2nccc(-c3ccc4ccccc4c3)n2)cc1 | 106 | 109 | 94 | 92 | 102 |
| 34 | O=c1cc(-c2ccccc2)[nH]c(=O)[nH]1 | 108 | 84 | 106 | 69 | 101 |
| 35 | COc1cc(-c2nc(SCCC(C)C)nc(Nc3ccc([N+](=O)[O-])cc3[N+](=O)[O-])c2C#N)cc(OC)c1OC | 104 | 112 | 102 | 98 | 107 |
| 36 | CCN1CC2=C(Nc3nc(SC)[nH]c(=O)c3C2c2ccc(OC)cc2)/C(=C/c2ccc(OC)cc2)C1 (stereo unspecified) | 104 | 90 | 99 | 92 | 92 |
| 37 | Cc1[nH]c(/C=C/C(=O)c2ccc(C(F)(F)F)c(F)c2)c(C)c1C(=O)NCc1ccccc1 | 82&98 | 97&97 | 92&100 | 86&73 | 86&92 |
| 38 | COc1ccc2c(c1OC)C(CC(C)=O)N1CCc3cc4c(cc3C1C2=O)OCO4 (stereo unspecified) | 109 | 99 | 109 | 100 | 97 |
| 39 | COc1ccc(C(=O)/C=C/C23c4ccccc4C(c4ccccc42)C2C(=O)NC(=O)C23)cc1 (stereo unspecified) | 96 | 97 | 110 | 87 | 100 |
| 40 | O=C(NCCN1CCOCC1)c1ccc(-c2nc3ccc4[nH]ncc4c3c3c2C2CCC3C2)cc1 (stereo unspecified) | 99 | 114 | 102 | 112 | . |

| No. | COLO 205 | NCI-H322M | HCT-15 | NCI-H23 |
| --- | --- | --- | --- | --- |
| 31 | 87 | 56 | 35 | 62 |
| 32 | 108 | 102 | 104 | 118 |
| 33 | 107 | 99 | 95 | 105 |
| 34 | 105 | 88 | 102 | 96 |
| 35 | 108 | 108 | 103 | 99 |
| 36 | 130 | 105 | 99 | 100 |
| 37 | 84&119 | 74&99 | 86&96 | 93&101 |
| 38 | 101 | . | 109 | 101 |
| 39 | . | 92 | 91 | 88 |
| 40 | 121 | 103 | 108 | 104 |

Next section.
| No. | smiles | NCI-H460 | HT29 | SW-620 | NCI-H522 | NCI-H226 |
| --- | --- | --- | --- | --- | --- | --- |
| 41 | Cc1nn(-c2ccccc2)c2[nH]c(-c3ccc(Cl)cc3)c(C3C(=O)N(Cc4ccccc4)c4ccc(Cl)cc43)c12 (stereo unspecified) | 106 | 96 | 106 | 99 | 92 |
| 42 | COC(=O)C[C@](O)(CCCC(C)(C)O)C(=O)O[C@H]1C(OC)=C[C@@]23CCCN2CCc2cc4c(cc2[C@@H]13)OCO4 | -3.7* | -48* | -22* | -69* | -21* |
| 43 | O=C(O)c1ccc(Nc2nc(O)c(C=Nc3ccc(Cl)cc3)s2)cc1 | 101 | 116 | 101 | 101 | 102 |
| 44 | CCOC(=O)C1=C(C)N(c2ccc(OC)cc2)[C@]2(C#N)C(O)=C(Cl)C(Cl)=C(O)[C@]12C#N | 108 | 107 | 97 | 92 | 98 |
| 45 | COc1cc(-c2nn(-c3cccc(NC(=O)CCN4CCN(Cc5ccccc5)CC4)c3)cc2-c2ccncc2)ccc1Cl | 1.5* | -20* | 2.8* | -31* | 54 |
| 46 | CC1(C)CSC(C)(C)C(=O)N1 | 104 | 106 | 103 | . | 101 |
| 47 | Cc1cccc(C)c1NC(=O)NCc1ccco1 | 114 | 102 | 109 | 99 | 108 |
| 48 | C#CCSc1nc2sc3c(c2c(=O)n1N)CCN(C(=O)OCC)C3 | 102 | 99 | 102 | 79 | 89 |
| 49 | C#CC1(O)CCC2C3CCC4=Cc5oncc5CC4(C)C3CCC21C (stereo unspecified) | 97 | 90 | 100 | 69 | 86 |
| 50 | COc1ccccc1CNC(=O)c1nc(-c2cc(OC)c(OC)c(OC)c2)n(-c2ccc(OC)c(OC)c2)n1 | 97 | 101 | 103 | 79 | 81 |
| 51 | Cc1nn(-c2nc3ccccc3s2)c(N)c1-c1ccc(Cl)cc1 | 94 | 105 | 94 | 90 | 93 |

| No. | COLO 205 | NCI-H322M | HCT-15 | NCI-H23 |
| --- | --- | --- | --- | --- |
| 41 | 105 | 99 | 101 | 109 |
| 42 | -42* | -3.5* | 0.8* | -54* |
| 43 | 112 | 94 | 101 | 100 |
| 44 | 100 | 106 | 94 | 99 |
| 45 | -51* | . | 12 | 21 |
| 46 | 97 | 104 | 104 | 99 |
| 47 | 135 | 101 | 97 | 150 |
| 48 | 105 | 103 | 99 | 95 |
| 49 | 103 | 106 | 87 | 105 |
| 50 | 85 | 75 | 93 | 103 |
| 51 | 95 | 90 | 89 | 88 |
